Bioassay records from PubChem BioAssay.
S3 lipid droplet – qHTS Assay for Lipid Storage Modulators in Drosophila S3 Cells; Drosophila S3 cells, BODIPY lipid droplet fluorescence, 18-24 h; cells fed with added oleic acid; lipid storage change, negative = inhibition, % at the top dose, mostly 46.1 µM; hits show Potency in µM; 320,000 tested, 0.64% active; AID 2685; active = well fitted inhibition curve with a large enough effect in the signal ratio, with a control signal flat, not every such curve was filed as active; inconclusive = small, poorly fitted or top-dose-only effect, or effect the other way, or a change in a side signal; the % refers to the signal ratio
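Drosophila S3 cells got compounds at several concentrations plus oleic acid (400 uM solution). Laser-scanning cytometry with 488 nm excitation read lipid droplets at 500-530 nm and cells at 575-640 nm. Percent activity was relative to 20 uM Triacsin C.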
S3 lipid droplet cell count max – recorded beside S3 lipid droplet, whose call it bears; cell number change, %; measured here: cell count max response;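 cells counted by Cell Tracker Red CMTPX staining in the red channel; peak over a dose series mostly up to 46.1 µM; percent activity relative to internal control wells on each plate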
The depositor's hits bear a star; i = inactive; ? = inconclusive; · = not tested or not shown. % is set by controls: 0 for no effect and ±100 for the full control effect; potency is the fitted concentration of half-maximal effect. The list is partial, so the mix of outcomes need not match the whole.

SMILES	S3 lipid droplet	S3 lipid droplet cell count max
O=C(COC(=O)Cc1ccccc1[N+](=O)[O-])NC1CCCC1	10%	7
O=C(c1cc2ccccc2o1)N1CCN(c2ccccn2)CC1	?	·
COc1ccc(C2C(C#N)=C(/N=C/N3CCN(C)CC3)OC3=C2C(=O)CC(C)(C)C3)cc1 (stereo unspecified)	?	·
CCOC(=O)c1cnc(-n2nc(C)cc2C)nc1N(C)C	?	·
COc1ccc(NC(=O)CN(C)S(=O)(=O)c2ccc3c(c2)NC(=O)CS3)cc1	i	·
Cc1noc(C)c1S(=O)(=O)NCCc1ccc(S(N)(=O)=O)cc1	-7%	-2
CCSc1nnc2c(n1)OC1(CCCC1)Nc1ccccc1-2	?	·
COc1ccccc1N1CCN(C(c2cc3ccc(C)cc3[nH]c2=O)c2nnnn2C2CCCC2)CC1 (stereo unspecified)	?	·
O=C1CC(Sc2ncccn2)C(=O)N1c1ccccc1C(F)(F)F (stereo unspecified)	?	·
O=[N+]([O-])c1cc(S(=O)(=O)Nc2ccc(Cl)cc2)ccc1N/N=C/c1ccncc1	?	·
CCc1ccccc1NC(=O)CCC(=O)OCC(=O)c1ccc(-c2ccccc2)cc1	?	·
CC(C)NC(=O)c1ccc(COCC(F)(F)F)cc1	i	22
COc1cc(C(=O)NC23CC4CC(CC(C4)C2)C3)cc(OC)c1OC	3%	14
CCN(C(=O)c1cnc(N2CCN(c3ncccn3)CC2)c2ccccc12)c1cccc(Cl)c1	?	·
CC(C)[C@H](NC(=O)N1CC(=O)Nc2ccccc21)C(=O)Nc1nccs1	i	18
Cc1ccc(-c2nnc(-c3ccc(Br)cc3)o2)o1	17%	22
CN1CCN(c2ccc(NC(=O)c3ccc(C#N)cc3F)cc2Cl)CC1	?	·
CCCC(=O)c1cc2c(cc1NC(=O)CC)OCCO2	?	·
CCCCOC(=O)CCn1[nH]c(=O)c2ccccc2c1=O	?	·
CCOc1cccc(=O)c2c(C)n(Cc3ccccc3)c(C)c12	?	·
c1csc(-c2nc(-c3ccncc3)no2)c1	?	·
CCOC(=O)c1c(NC(C)=O)sc2c1CCN(Cc1ccccc1)C2	?	·
Cc1ccc(C(C(=O)Nc2ccc3c(c2)OCO3)N(C)C(=O)/C=C\c2ccc3c(c2)OCO3)cc1 (stereo unspecified)	?	·
CCc1nnc(SCC(=O)Nc2ccc3c(c2)OCO3)o1	i	19
S=c1[nH]nc(-c2ccccc2)c2ccccc12	1%	8

Fetched one by one from the list above:
SMILES	S3 lipid droplet	S3 lipid droplet cell count max
c1csc(-c2nc(-c3ccncc3)no2)c1	?	·
Cc1ccc(-c2nnc(-c3ccc(Br)cc3)o2)o1	17%	22
CCCCOC(=O)CCn1[nH]c(=O)c2ccccc2c1=O	?	·
O=C(c1cc2ccccc2o1)N1CCN(c2ccccn2)CC1	?	·

Further structures follow.
SMILES	S3 lipid droplet	S3 lipid droplet cell count max
CC(C)(C)[C@@H]1CCC(=O)N(CC[C@H](Sc2ccccc2)c2ccccc2)CC1	?	·
CC(=O)c1sc(NC(=O)CN2C(=O)NC3(CCCC3)C2=O)nc1-c1ccccc1	3%	-16
O=C(CSCCO)Nc1ccc(C23CC4CC(CC(C4)C2)C3)cc1	?	·
COc1cc(C(CC(=O)O)n2cnnn2)ccc1OC(C)C (stereo unspecified)	-3%	3
COc1ccc(Cn2c(C)nc3oc4cc(OC)ccc4c(=O)c3c2=O)cc1	?	·
C=CCNC(=O)C(C)N1c2cccc3cccc(c23)S1(=O)=O (stereo unspecified)	?	·
CN(Cc1ccccc1)C(=O)c1nc[nH]c1C(=O)N1CCN(c2ccccc2)CC1	?	·
CC12CN3CC(C)(CN(C1)C31C(=O)N(Cc3ccccc3)c3ccccc31)C2=O (stereo unspecified)	?	·
COC(=O)c1cccc(COC(=O)c2ccc(CS(=O)(=O)c3ccc(C)cc3)cc2)c1	?	·
C/C(=N\NC(N)=S)c1ccc(-n2ccnc2)cc1	?	·
CCn1c(SCC(=O)NC(=O)NCc2ccco2)nnc1-c1cccs1	-31%	-16
CC1=NNC(=O)C1CC(=O)N/N=C/C(Br)=C/c1ccccc1 (stereo unspecified)	?	·
O=C(CC1Oc2ccccc2NC1=O)NCCCN1CCOCC1 (stereo unspecified)	?	·
COc1cc2c(cc1NC(=O)C(C)OC(=O)C1CC(=O)N(Cc3ccco3)C1)oc1ccccc12 (stereo unspecified)	?	·
CN(CCOc1ccccc1)C(=O)c1ccc2c(=O)n3c(nc2c1)CCC3	?	·
CCSc1ncc(/C=N/Nc2ccc(Cl)cc2)n1C	?	·
N#C/C(=C\c1c(N2CCC(C(N)=O)CC2)nc2ccccn2c1=O)S(=O)(=O)c1ccccc1	?	·
COc1ccc(CCNC(=O)CCS(=O)(=O)Cc2ccccc2C)cc1OC	-2%	9
CC(C)OC(=O)CSc1nnc(CNc2ccc(Cl)cc2)n1Cc1ccccc1	?	·
Cc1cc(NC(=O)COC(=O)C2CCN(C(=O)c3ccc(Cl)cc3)CC2)no1	?	·
CN1CCN(c2ccc(-c3cccc(NC(=O)COc4ccc(Cl)cc4Cl)c3)nn2)CC1	12%	-7
O=C(Cn1c(=O)oc2ccccc21)N1CCN(S(=O)(=O)c2ccccc2)CC1	17%	-17
NC(=O)C1CCN(C(=O)c2ccc(OCC(=O)Nc3cccc(C(F)(F)F)c3)cc2)CC1	16%	14
Cc1cnc(C(=O)OCC(=O)Nc2ccc(Br)cc2F)cn1	?	·
CCOC(=O)C1(CC2CCCCO2)CCN(C(=O)Nc2ccc3c(c2)OCO3)CC1 (stereo unspecified)	-13%	-15

Further entries:
SMILES	S3 lipid droplet	S3 lipid droplet cell count max
CCOC(=O)NN1C(=O)c2ccccc2NC1c1ccccc1 (stereo unspecified)	4%	-2
CC(=O)N1CCN(CC(c2ccccc2)c2ccccc2)CC1	0%	-1
Cc1ccc(NC(=O)COc2ccc(Br)cc2CO)cc1	?	·
Cc1c(C(=O)OCC(=O)N2CCCC(C)C2)oc2ccccc12 (stereo unspecified)	?	·
O=C(Nc1c2c(nn1-c1cccc(Cl)c1)CS(=O)(=O)C2)c1ccco1	3%	1
CCCCn1c(N)c(N(CC(C)C)C(=O)CCCn2c(=O)oc3ccccc32)c(=O)[nH]c1=O	?	·
O=C1Nc2ccc(Br)cc2C1Cc1ccccc1F (stereo unspecified)	?	·
c1ccc(C2c3[nH]c4ccccc4c3CCN2Cc2cccn2-c2ccccn2)nc1 (stereo unspecified)	?	·
O=C(N/N=C/c1cc([N+](=O)[O-])ccc1O)C(O)(c1ccccc1)c1ccccc1	?	·
N#CC1CCCc2c1[nH]c1ccc([N+](=O)[O-])cc21 (stereo unspecified)	-2%	·
OCC1(Cc2ccccc2)CCCN(Cc2c[nH]c3ccccc23)C1 (stereo unspecified)	11%	7
c1ccc(-c2ccccc2OCc2nnc3n2CCC3)cc1	?	·
COc1cccc(Cn2cc(N)cn2)c1	-12%	0
O=C(CSc1ncnc2c1cnn2-c1cccc(Cl)c1)NCC1CCCO1 (stereo unspecified)	?	·
CC1=[N+]([O-])C(C)(C)CC(C)(C)c2ccccc21	26µM*	-22*
O=C(Nc1ccc2nc(-c3cccs3)[nH]c2c1)c1cccs1	?	·
Nc1ncn(C2O[C@H](CO)[C@@H](O)[C@H]2O)c(=O)n1 (stereo partly specified)	1%	7
COc1ccc2c(c1OC)C(=O)N1C2SC[C@H]1C(=O)NC1CCCCC1 (stereo partly specified)	-13%	-10
CCOCCCNC(=O)COc1ccc(OC)cc1	?	·
CN(CC(=O)Nc1cccc(F)c1)C(=O)c1ccccc1-n1cnnn1	?	·
CC(C)(C)OC(=O)NC1CONC1=O (stereo unspecified)	1%	-23
Cc1cc(C)c(S(=O)(=O)N2CCOC2CNC(=O)C(=O)NCCc2ccc(S(N)(=O)=O)cc2)c(C)c1 (stereo unspecified)	?	·
CCOC(=O)c1ccccc1NC(=O)CSc1nnc(Cc2cccn2C)n1-c1ccc(F)cc1	5%	5
CC(C)N1C(=O)CSC1c1ccc(Br)cc1 (stereo unspecified)	?	·
CCCNC(=O)c1ccc(N2CCC3(CC2)CC(c2ccccc2)=NO3)c(NC(=O)c2ccccc2)c1	?	·

Grouped by structure, the entries above containing a CF3 group
SMILES	S3 lipid droplet	S3 lipid droplet cell count max
O=C1CC(Sc2ncccn2)C(=O)N1c1ccccc1C(F)(F)F (stereo unspecified)	?	·
CC(C)NC(=O)c1ccc(COCC(F)(F)F)cc1	i	22
NC(=O)C1CCN(C(=O)c2ccc(OCC(=O)Nc3cccc(C(F)(F)F)c3)cc2)CC1	16%	14

Next part:
SMILES	S3 lipid droplet	S3 lipid droplet cell count max
O=C(N/N=C/c1ccc(-c2ccccc2Cl)o1)c1ccccc1	8%	·
CCCCn1c(SCC(=O)Nc2cc(C(F)(F)F)ccc2Cl)nnc1C(CC)N(C)C (stereo unspecified)	?	·
CCCn1c(CN2CCN(C(=O)OCC)CC2)nc2cc(NC(=O)C(C)C)ccc21	-46%	-13
COc1ccc2c3c([nH]c2c1)C1CC2C(CC(O)C(OC)C2C(=O)O)CN1CC3 (stereo unspecified)	-1%	3
Cc1ccc(Oc2ccc(-c3nc(N)nc(N)n3)cc2)cc1	?	·
O=C(CN1C(=O)CSC1=O)NC1CCCCC1	1%	21
O=C(CSC(=S)N1CCCC1)c1ccccc1	20%	4
Cc1c([N+](=O)[O-])cc(C(=O)Nc2ccc(Cc3ccncc3)cc2)cc1[N+](=O)[O-]	?	·
NC(=O)c1cc(S(=O)(=O)N2CCN(c3cccc(Cl)c3)CC2)cs1	i	14
CCOC(=O)c1c(C)c(C(=O)NCc2cccnc2)c(C)n1CC	i	·
Cc1ccc2nc(NCCCO)nc(-c3ccccc3)c2c1	?	·
O=C(N/N=C/c1cc(Br)c(O)c(Br)c1O)c1ccc2c(c1)OCCO2	?	·
N#Cc1ccc(S(=O)(=O)N2CCC(N3CCCCC3)CC2)cc1	-11%	-2
COCCCn1c(C)nc2c(c1=O)c1nc3ccccc3nc1n2CCc1ccccc1	1%	-20
Cn1cncc1C(=O)c1ccccc1	?	·
O=C(CCn1c(=O)c2cccn2c2ccc(F)cc21)NCCc1ccccc1	?	·
O=c1oc2c(CN3CCOCC3)c(O)c(Cl)cc2c2c1CCCC2	?	·
CCC(C)NC(=O)C1CCC(=O)N1Cc1ccc(C)cc1 (stereo unspecified)	i	-3
CC1=C(C(=O)OCc2ccccc2)C(c2ccc(C(F)(F)F)cc2)NC(=O)N1CCCCCC(=O)O (stereo unspecified)	11%	-19
CCOC(=O)C1=C2c3ccc4ccccc4c3CC(C)(C)N2C(=O)C1=O	?	·
CSc1ccccc1-c1nnc(NC(=O)Cc2ccccc2)o1	?	·
Oc1oc(-c2ccccc2)nc1C=Nc1ccccc1	8%	-19
Cc1ccc(NCCC(=O)c2ccc(Cl)cc2)cc1C	2%	·
Cc1cccc(N(C(=O)Cn2nnc3ccccc32)C(C(=O)NC(C)(C)C)c2ccsc2)c1 (stereo unspecified)	?	·
CN1CCN(c2ccccc2NC(=O)c2ccc3c(c2)OCCO3)CC1	?	·

Further compounds
SMILES	S3 lipid droplet	S3 lipid droplet cell count max
CCN(CC)CCNC(=O)c1ccc(NC(=O)c2cn(-c3ccc(F)cc3)nc2-c2cccc(OC)c2)cc1	?	·
CCOC(=O)C1=C(N)OC2=C(C(=O)CC(C)(C)C2)C1c1cccs1 (stereo unspecified)	5%	2
CCC(=O)Nc1ccc(NC(=O)c2ccccn2)cn1	?	·
COc1ccc2nc(C)cc(NCc3cccc(C(F)(F)F)c3)c2c1	?	·
CCCC(=O)Nc1ccc(N2CCOCC2)cc1	i	·
O=C(c1ccco1)N1CCC(c2nc(-c3ccccc3Cl)no2)CC1	?	·
CCOc1ccc(S(=O)(=O)Nc2ccc(C(=O)NCC3CCCO3)cc2)cc1 (stereo unspecified)	?	·
COc1ccccc1Nc1nc(N)nc(CN2CCCCC2)n1	-1%	2
Cc1cc(C(=O)N2CCN(S(=O)(=O)c3ccccc3C#N)CC2)c(C)o1	9%	9
CN1CCN(c2ccc([N+](=O)[O-])cc2/C=N/NC(=O)c2cccc([N+](=O)[O-])c2)CC1	?	·
COc1ccccc1NC(=O)C1=C(C)NC(SCC(=O)c2ccc(C)cc2)=C(C#N)C1c1ccco1 (stereo unspecified)	?	·
COc1ccc(CCNC(=O)COc2ccc(-c3ccc(C#N)cc3)cc2)cc1	-4%	·
O=C(O)c1cc(Cl)c(Cl)cc1C(=O)N1CCOCC1	?	·
O=C(COC(=O)C1CC2CCCC(C1)C2=O)Nc1ccccc1 (stereo unspecified)	11%	-3
